Compound activity from PubChem BioAssay.
SRC3 inh – human NCOA3 inhibition; AID 588352; HEK293 GAL4-SRC3 luciferase reporter, luminescence; inhibition, % at 3.6 µM; 360,000 compounds, 0.17% hits;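 active = inhibition above a per-campaign cutoff, the mean of all compounds plus 3 SD, cut at about 60% in these data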;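 also: 0% = DMSO-treated cells and 100% = gossypol-treated cells at 36 µM; higher means less SRC3-driven luciferase light from the GAL4 reporter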
Vif imaging – blocks HIV Vif function. HEK293T cells, Vif self-association by quenched fluorescence, imaging, 24 h. inhibition, % at 7.49 µM. 340,000 compounds, 0.35% hits. AID 602346; in the data active = inhibition above about 50%, passing the limit was not always enough; also: some results filed as inactive read as strong as hits
NOD2-RIPK2 inh – inhibitors of human NOD2-RIPK2 interaction; CHO BLA complementation NOD2-RIPK2, CCF4 ratio; inhibition, % at 4.98 µM; 360,000 compounds, 0.38% hits; in the data active = inhibition above about 21%;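 also: 0% = vehicle only and 100% = reference blocker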
NR2F2 inh – blocks human COUP-TFII nuclear receptor; P24468; 370,000 compounds, 0.7% hits; inhibition, % at 8.6 µM; HEK293T NGFI-A luciferase reporter, luminescence; AID 686940;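 active = inhibition above a per-plate cutoff, mean inhibition of test wells between control levels plus 3 SD, cut at about 38% in these data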;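 also: cells cotransfected with COUP-TFII expression vector driving the NGFI-A reporter; 0% = median of COUP-TF2 test wells and 100% = reporter-only cells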
Target sequence (P24468 whole entry, looked up): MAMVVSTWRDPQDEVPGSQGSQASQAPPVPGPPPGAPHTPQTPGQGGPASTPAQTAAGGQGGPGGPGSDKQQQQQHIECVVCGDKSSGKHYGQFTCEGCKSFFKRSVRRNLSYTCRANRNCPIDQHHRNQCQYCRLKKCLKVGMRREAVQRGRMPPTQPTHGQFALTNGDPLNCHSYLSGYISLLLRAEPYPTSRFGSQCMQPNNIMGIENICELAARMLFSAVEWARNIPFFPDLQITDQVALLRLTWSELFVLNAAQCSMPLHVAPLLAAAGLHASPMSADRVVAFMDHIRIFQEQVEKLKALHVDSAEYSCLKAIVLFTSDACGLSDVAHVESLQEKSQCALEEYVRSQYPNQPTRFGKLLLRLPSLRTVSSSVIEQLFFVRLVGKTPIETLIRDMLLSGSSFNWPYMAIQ
TLR9-MyD88 block – inhibitors of human TLR9-MyD88 binding; Q9NR96+Q99836; CHO BLA complementation TLR9-MyD88, CCF4 FRET ratio; inhibition, % at 4.98 µM; 340,000 compounds, 0.21% hits;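 active = inhibition above the mean over all tested compounds plus 3 SD, cut at about 21% in these data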;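 also: 0% = DMSO only wells and 100% = clavulanate BLA inhibitor control wells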
NR5A2 inv ag – NR5A2 inverse agonism in reporter assay; O00482; HEK293T StAR-luciferase reporter, LRH-1 transfected, 24 h; inhibition, % at 3.6 µM; 360,000 compounds, 0.13% hits;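 active = inhibition above the mean inhibition of all tested compounds plus 3 SD, cut at about 73% in these data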;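 also: 0% = DMSO wells and 100% = reporter-only cells lacking LRH-1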
Target sequence (O00482 whole entry, looked up): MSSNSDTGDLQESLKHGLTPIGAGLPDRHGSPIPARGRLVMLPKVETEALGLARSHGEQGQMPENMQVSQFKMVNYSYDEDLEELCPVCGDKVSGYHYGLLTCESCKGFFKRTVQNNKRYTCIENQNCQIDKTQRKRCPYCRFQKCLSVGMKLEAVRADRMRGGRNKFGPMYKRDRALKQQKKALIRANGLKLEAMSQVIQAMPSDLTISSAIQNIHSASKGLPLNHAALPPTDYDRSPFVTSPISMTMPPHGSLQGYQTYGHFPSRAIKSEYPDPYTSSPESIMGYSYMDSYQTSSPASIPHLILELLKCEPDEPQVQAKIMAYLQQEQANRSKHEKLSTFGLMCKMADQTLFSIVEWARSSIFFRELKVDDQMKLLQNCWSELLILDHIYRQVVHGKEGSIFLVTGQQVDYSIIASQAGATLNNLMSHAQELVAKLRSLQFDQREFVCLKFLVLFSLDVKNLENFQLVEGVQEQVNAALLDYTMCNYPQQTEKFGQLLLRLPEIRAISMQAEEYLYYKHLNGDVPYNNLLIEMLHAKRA
TROY NFkB inh – TROY signaling inhibition | Q293 LMP1-TROYcd NF-kB luciferase reporter, 4 h | inhibition, % at 10 µM | 360,000 compounds, 0.98% hits;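 active = compounds whose plate-normalised and pattern-corrected inhibition of the luciferase reporter signal at the single screening dose is 50% or more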
TRAIL sens C8 – caspase-8 TRAIL sensitization | NB7+C8 cells + TRAIL, ATPlite viability luminescence | inhibition (viability loss, TRAIL sensitization), % at 10 µM | 360,000 compounds, 1% hits | AID 624354;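 active = compounds causing at least 50% loss of cell viability in the single-dose screen, relative to plate controls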
NCOA2 inhibitor – inhibits human steroid receptor coactivator 2. Q15596. HEK293 GAL4-SRC2 luciferase reporter, luminescence. inhibition, % at 9 µM. 370,000 compounds, 0.17% hits. AID 651957;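 active = inhibition above the mean inhibition of all tested compounds plus 3 SD, set per campaign, cut at about 52% in these data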;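 also: 0% = DMSO treated cells and 100% = cells given Gossypol at 36 µM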
EBV LMP1 NFkB – Epstein-Barr LMP1 NF-kappaB reporter inhibition. LMP1-induced NF-kappaB luciferase reporter cells, luminescence. inhibition, % at 12.5 µM. 350,000 compounds, 0.69% hits; in the data active = inhibition above about 41%;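 also: 0% = neutral control wells and 100% = reference inhibitor control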
SRC1 inh – inhibits human SRC1 coactivator; inhibition, % at 3.6 µM; HEK293 GAL4-SRC1 luciferase reporter, luminescence; Q15788; 360,000 compounds, 0.12% hits; AID 588354;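 active = inhibition above the campaign mean plus 3 SD, with each screening campaign given its own cutoff, cut at about 60% in these data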;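 also: 0% = DMSO treated cells and 100% = gossypol at 36 µM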
Numbers without * were called inactive; · = no result given.

Molecule	SRC3 inh	Vif imaging	NOD2-RIPK2 inh	NR2F2 inh	TLR9-MyD88 block	NR5A2 inv ag	TROY NFkB inh	TRAIL sens C8	NCOA2 inhibitor	EBV LMP1 NFkB	SRC1 inh
O=C(NCc1ccco1)c1cnc2ccccn2c1=O	-9	8	-7	-2	-3	-2	-12	10	-11	-2	2
Cc1c(CC(=O)N[C@H](C(=O)O)C(C)C)c(=O)oc2cc3c(cc12)CCC(C)(C)O3	-150	18	-8	-39	-2	-175	-58	10	-24	-11	-113
N#Cc1c(-c2ccc(Cl)cc2)nc2n(c1=O)CCCS2	2	-1	-6	27	9	8	-1	-5	-17	1	0
CC(C)Cc1nnc(NC(=O)C2CC(=O)N(c3ccc4c(c3)OCCO4)C2)s1 (stereo unspecified)	7	1	-7	0	7	-7	4	-4	25	5	3
CCCCCN(C(=O)CCC(=O)OCc1cc(C(C)=O)ccc1OC)c1c(N)n(CCCC)c(=O)[nH]c1=O	-11	4	-4	-28	2	3	-10	5	12	1	4
Cc1nc2ccc(S(=O)(=O)NCC(=O)N3CCc4ccccc4C3)cc2s1	8	4	1	9	1	3	·	-3	0	3	-3
CN(C(=O)c1cc2sccc2n1C)C1CCCCC1	-36	8	-8	-39	2	-94	-47	13	-32	-20	-75
COCc1nc2ccccc2n1Cc1ccccc1C	0	1	-3	-13	6	3	14	-5	-31	-3	1
Nc1nc(C(=O)N2CCOCC2)nn1S(=O)(=O)c1ccc(Cl)cc1	-2	0	-6	-3	5	0	3	8	-7	-10	-23
Cc1nnc(SCc2ccc(C(=O)c3ccc(Cl)cc3)o2)n1-c1ccccc1	-1	1	2	12	6	14	-36	14	-5	-5	-11
CN(CC(=O)Nc1nccs1)S(=O)(=O)c1ccc(F)cc1	-9	-9	-5	-6	1	14	-13	-21	-11	1	0
CCOC(=O)C(=O)N/N=C/c1ccc(F)cc1	-3	11	-5	-6	3	-8	-10	-7	3	4	-20
COc1cc(/C=C/C(=O)Nc2ccc3[nH]c(=O)[nH]c3c2)cc(OC)c1OC	-16	-4	-10	-31	-4	-10	10	0	-42	2	-5
Cc1cc(OCCN2CC(C)OC(C)C2)ccc1[N+](=O)[O-] (stereo unspecified)	14	·	-14	4	-14	-5	3	11	-40	0	-8
CCOc1cc(CNCCO)c(Cl)cc1OCC(=O)NCCc1ccccc1	1	0	0	7	5	-24	-13	-2	-8	5	-7
COc1ccc(-c2csc(C(C)(O)c3ccc(OC)cc3)n2)cc1 (stereo unspecified)	5	-25	2	11	·	25	8	21	2	·	-5
CC(C)(C)NC(=O)c1nc2ccccc2s1	-13	18	-2	-7	-1	-6	-18	-20	-23	-8	-21
Cc1ccc(C=C2SC(=S)N(CCCC(=O)Nc3cccc(C(=O)O)c3)C2=O)cc1	5	·	-7	23	·	-4	-42	13	10	·	2
Cc1cc[n+](C2=C([O-])c3ccccc3C(=O)/C2=N\S(=O)(=O)c2cccs2)cc1C	0	8	-5	-10	5	17	6	25	-5	5	8
Cc1nn(C2CCS(=O)(=O)C2)c(Cl)c1/C=C/C(=O)OCC(=O)Nc1ccccc1OC(F)F (stereo unspecified)	7	0	-6	13	-10	18	4	0	0	4	0
COCc1cc(C)nc(OCC(=O)N/N=C/c2cccc(OC)c2)c1C#N	11	-7	-6	9	5	14	7	-1	-13	-13	8
O=C(NNc1cc(Cl)ccc1Cl)c1c(F)cccc1Cl	6	-6	-2	15	2	-7	-4	22	6	2	-30
Cc1ccc2c(c1)-c1cc(C)nn1C(c1ccc3c(c1)OCO3)N2 (stereo unspecified)	-13	-14	-7	-3	-4	-20	-38	-5	-28	-6	1
c1ccc(-c2sc3ccccc3c2-c2ccc(OCCN3CCCC3)cc2)cc1	-11	-13	23*	-11	-21	-42	3	15	-26	-12	18
Cc1noc(C)c1C(=O)OCC(=O)C12CC3CC(CC(C3)C1)C2	-15	-3	1	0	0	5	-12	2	15	1	-7
CCC(=O)N(C)CCc1cc2c(c(OC)c1/C=N/Nc1ccc(C(=O)O)cc1)OCO2	-10	10	-7	-33	-5	-4	-4	1	-38	3	2
C=CCN=C1S/C(=C/c2ccc([N+](=O)[O-])cc2)C(=O)N1CC=C	21	7	-10	-10	-5	13	-35	-13	4	-1	1
O=C1CC(c2ccc(F)cc2)CC2=C1C(c1ccc([N+](=O)[O-])o1)Nc1ccccc1N2 (stereo unspecified)	16	-5	-16	-2	8	-15	-24	2	20	5	-24
CCN(CC)CCC(=O)Nc1ccc2c(c1)N(C(=O)CN(CC)CC)c1ccccc1CC2	23	2	-1	5	-1	-2	-3	-1	-18	1	-2
CN1CC=C2C(C#N)=C(N)C(C#N)(C#N)[C@H](c3cccs3)[C@H]2C1	6	14	3	·	11	12	-12	-3	·	-15	14
O=C(Cc1ccccc1)Nc1cccc(S(=O)(=O)N2CCCCCC2)c1	-20	18	4	8	-7	-8	-21	-1	9	0	-16
CC(Sc1nncn1C)C(=O)NCc1ccc2c(c1)OCO2 (stereo unspecified)	11	-1	-6	0	-6	9	3	3	-5	0	6
O=C(O)CNC(=S)N(Cc1ccccc1Cl)C1CCCCC1	10	1	3	-15	7	-13	14	-1	-35	10	8
S=C(c1ccccc1)N1CCN(c2ccccc2)CC1	7	7	-4	1	-4	38	-5	-5	-27	4	4
Cc1ccc(C)c2[nH]c(=O)c(CCNC(=O)c3ccc(Br)o3)cc12	2	1	1	-18	-20	-32	-9	0	24	-6	5
CC1=CC(C)(C)N(C(=O)CN2C(=O)c3ccccc3C2=O)c2ccccc21	-12	-1	1	12	-2	-16	-4	-8	2	-13	8
COc1cccc(CC2CC(=O)N(c3ccc4c(C)cc(=O)oc4c3)C2=O)c1 (stereo unspecified)	12	-1	-3	22	-5	-6	-12	-4	-36	-6	-3
COc1ccc(N(C(=O)Cn2nnc3ccccc32)C(C(=O)NCc2ccco2)c2cccnc2)cc1 (stereo unspecified)	10	11	-1	0	8	10	0	-6	22	1	-4
CCn1c(-c2cc(-c3ccccc3OC)nc3ccccc23)n[nH]c1=S	5	3	-12	0	9	8	2	0	-14	-4	-5
CCOC(=O)CC1(C)Oc2ccccc2N1S(=O)(=O)c1ccc(C)cc1 (stereo unspecified)	·	·	-1	17	·	-9	·	-9	23	·	·
CCn1c(=O)n(CC)c2cc(N3CCCC3)c(NC(=O)c3ccccc3OC)cc21	8	-10	2	32	-6	31	11	23	20	-15	25
O=C(COC(=O)c1ccccc1[N+](=O)[O-])c1ccc(C2CCCCC2)cc1	6	3	-2	8	4	2	78*	4	5	12	12
CCOC(=O)C1CCCN(C/C(O)=C(\C#N)c2nc(-c3ccccc3)cs2)C1 (stereo unspecified)	0	-5	0	-2	4	-1	3	4	-2	-3	-13
CCCC[C@@H]1CNC(=S)N1CCCC	-1	7	-4	0	3	3	-5	-9	-33	2	-2
CCN(CC)C(=O)C1=C(C)N(Cc2ccc(OC)cc2)C(=O)C(CC(=O)NCCCN(C)C)C1 (stereo unspecified)	6	5	-15	6	-5	-1	6	-7	1	-4	-3
CC(=O)Nc1ccc(S(=O)(=O)N2CCN(CCC#N)CC2)cc1	-2	6	-13	3	-10	-11	-1	-1	-13	-1	-13
Nc1nc(=S)c2ncn(C3CCCC3)c2[nH]1	-30	-3	-6	-14	-8	-7	4	-16	-16	6	1
Cc1cccc(N2C(S)=C(C#N)C(=O)NC23CCCCC3)c1	12	3	-1	17	-1	7	-24	3	20	1	-3
Cc1ccc(C(=O)c2c(NC(=O)c3ccccc3C)sc(C)c2C)cc1	2	-7	3	12	2	-16	-1	-3	-4	-3	-16
CC(=O)OC[C@H]1O[C@@H](Oc2cc(O)cc3oc(-c4ccc(O)cc4)cc(=O)c23)[C@H](O[C@@H]2O[C@@H](C)[C@H](O)[C@@H](O)[C@H]2O)[C@@H](O)[C@@H]1O	5	-1	-13	-3	-7	-15	-24	-3	-21	-7	4
O=C(NN=Cc1ccccc1O)NN=Cc1ccccc1O	64*	-15	2	28	3	71	-29	32	11	33	63*
Cc1ccccc1NC(=O)C1CC(=O)N(c2ccc3c4c(cccc24)CC3)C1 (stereo unspecified)	-4	-2	-15	-5	-2	-2	7	-23	-30	-12	-7
COc1cc(C2Nc3ccccc3C(=O)N2NS(C)(=O)=O)ccc1O (stereo unspecified)	13	-2	-5	-2	-2	-1	2	-14	3	-14	5
CC[n+]1c(/C=C2\C=C(C)CC(C)C2)sc2ccccc21 (stereo unspecified)	11	30	5	·	4	-8	10	-11	·	-11	-4
Cc1ccc(C(=O)O/N=C2/CC3CCC2(C)[C@@]3(C)CBr)cc1 (stereo partly specified)	-14	-7	0	13	1	-13	-20	0	14	7	-58
COc1ccccc1NC(=O)NC1CCCc2ccccc21 (stereo unspecified)	-8	-6	15	19	-6	3	-17	-3	-18	8	-1
CC1CCCCN1C(=O)COc1ccc(F)cc1 (stereo unspecified)	-1	-2	6	-9	5	5	-8	-6	-17	6	-3
CC1CN(C(=S)Nc2ccc(SC(F)F)cc2)CC(C)O1 (stereo unspecified)	-4	18	5	2	2	16	-8	10	-14	4	-13
O=C(NCc1ccccc1Cl)C1CCN(C(=O)c2sccc2-n2cccc2)CC1	15	5	-1	6	8	-20	6	10	1	-5	1
Cc1ccc(NC(=O)CSc2nc(C)c(Cc3ccccc3)c(=O)[nH]2)cc1	-3	-1	-1	8	-2	-1	7	17	-38	9	-12

Some of these compounds in order of their number in NR5A2 inv ag, highest first:
| molecule | SRC3 inh | Vif imaging | NOD2-RIPK2 inh | NR2F2 inh | TLR9-MyD88 block | NR5A2 inv ag | NCOA2 inhibitor | EBV LMP1 NFkB | SRC1 inh |
| --- | --- | --- | --- | --- | --- | --- | --- | --- | --- |
| O=C(NN=Cc1ccccc1O)NN=Cc1ccccc1O | 64* | -15 | 2 | 28 | 3 | 71 | 11 | 33 | 63* |
| Cc1cccc(N2C(S)=C(C#N)C(=O)NC23CCCCC3)c1 | 12 | 3 | -1 | 17 | -1 | 7 | 20 | 1 | -3 |
| Cc1ccc(C(=O)c2c(NC(=O)c3ccccc3C)sc(C)c2C)cc1 | 2 | -7 | 3 | 12 | 2 | -16 | -4 | -3 | -16 |

Other results
Molecule	SRC3 inh	Vif imaging	NOD2-RIPK2 inh	NR2F2 inh	TLR9-MyD88 block	NR5A2 inv ag	TROY NFkB inh	TRAIL sens C8	NCOA2 inhibitor	EBV LMP1 NFkB	SRC1 inh
CCOC(=O)C1CCN(C(=O)Cn2c(=O)oc3cc(S(=O)(=O)N4CCCC4)ccc32)CC1	-2	7	-6	8	-4	3	8	-1	10	1	4
C/C(N)=C(/C#N)C(=O)COC(=O)c1ccc(O)cc1	6	12	1	5	-3	-36	-33	47	-9	8	-1
COc1ccc(-c2ccn(-c3cccc(F)n3)n2)cc1	-39	14	-2	-13	3	-60	-22	-5	-35	-40	-27
COc1ccc(OCCN2CCC(C(=O)NC(c3ccc(Cl)cc3)c3ncccc3C)CC2)cc1 (stereo unspecified)	-20	·	-5	·	·	-20	2	-6	·	·	8
Cc1ccccc1C1CC(=O)c2ccccc2C1C (stereo unspecified)	1	1	4	4	3	-10	16	-2	-23	-4	-1
CC1c2c([nH]c3ccccc23)CCC1C(=O)O (stereo unspecified)	15	1	-11	6	0	15	-4	4	-9	-10	-4
COc1cccc(NC(=O)COC(=O)CCOc2ccccc2OC)c1	16	3	-9	-8	-4	5	13	-2	-4	-5	-6

These rows are one share of the data (hit frequency here may not be typical).
